# Bioassay records: PubChem BioAssay, National Center for Advancing Translational Sciences (NCATS)
# ALDH1A1 inh: inhibitors of human aldehyde dehydrogenase 1A1; P00352; Purified ALDH1A1, NADH fluorescence, propionaldehyde substrate; Potency, µM (series often up to 75.3 µM), for the others: at the highest dose activity, negative = inhibition, hits mostly inhibitors; 220,000 compounds, 7.3% hits; AID 1030; active = well fitted inhibition curve with a large enough effect, not every such curve was filed as active; inconclusive = small, poorly fitted or top-dose-only effect, or another doubt; inactive = no such curve, though single readings can be large or run the other way;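 also: plate controls were no enzyme wells and a reference inhibitor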
# GoLoco inh red: blocks human Gai1 binding to RGS12 GoLoco peptide, red readout. P63096. 230,000 compounds, 0.44% hits. Gai1:RGS12 GoLoco peptide FP, rhodamine, 10 min. Potency, µM (top dose mostly 61.6 µM), inactives show top-dose activity, negative = inhibition, usual class: inhibitors; active = well fitted inhibition curve with a large enough effect, not every such curve was filed as active; inactive = no such curve, though single readings can be large or run the other way; also: % is scaled to controls: 0 for no effect and ±100 for the full control effect; nearly all actives have a fitted effect of over 30% in size; many of its hits are not listed in these tables
# Target sequence (P63096 whole entry, looked up): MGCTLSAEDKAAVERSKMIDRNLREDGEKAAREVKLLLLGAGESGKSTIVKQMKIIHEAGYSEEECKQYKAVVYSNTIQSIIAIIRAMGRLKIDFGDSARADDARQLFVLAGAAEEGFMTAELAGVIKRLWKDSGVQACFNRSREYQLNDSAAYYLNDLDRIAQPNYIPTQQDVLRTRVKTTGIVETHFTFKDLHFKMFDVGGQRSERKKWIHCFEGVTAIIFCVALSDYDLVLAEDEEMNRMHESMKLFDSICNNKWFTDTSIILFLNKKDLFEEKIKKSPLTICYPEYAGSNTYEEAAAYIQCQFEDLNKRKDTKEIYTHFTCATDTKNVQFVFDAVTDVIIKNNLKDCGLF
# KDM4E inh: JMJD2E (human) inhibition. 230,000 compounds, 1.6% hits. JMJD2E catalytic domain, FDH-coupled NADH fluorescence (FDH is formaldehyde dehydrogenase). AID 2147. B2RXH2. Potency, µM (titrated, usually from 57.1 µM), for inactives: top-dose activity change, negative = inhibition, most hits filed as inhibitors; active = well fitted inhibition curve with a large enough effect, not every such curve was filed as active; inconclusive = small, poorly fitted or top-dose-only effect, or another doubt; inactive = no such curve, though single readings can be large or run the other way;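 also: 0% = wells with enzyme and -100% = buffer wells without enzyme; nearly all actives have a fitted effect of over 50% in size; many of its hits are not listed in these tables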
# Target sequence (B2RXH2 1-337 limits assumed): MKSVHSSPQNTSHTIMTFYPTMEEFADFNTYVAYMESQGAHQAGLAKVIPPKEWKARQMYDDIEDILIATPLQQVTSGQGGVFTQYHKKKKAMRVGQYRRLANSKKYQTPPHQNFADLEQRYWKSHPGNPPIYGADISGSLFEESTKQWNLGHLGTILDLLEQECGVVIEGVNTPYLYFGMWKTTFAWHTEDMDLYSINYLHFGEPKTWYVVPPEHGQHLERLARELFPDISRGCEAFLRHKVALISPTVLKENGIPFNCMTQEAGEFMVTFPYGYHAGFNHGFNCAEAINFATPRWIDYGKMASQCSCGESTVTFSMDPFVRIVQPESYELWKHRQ
# aGal spleen mod: alpha-galactosidase A (human) modulation | AID 2107 | human spleen homogenate, 4MU-alpha-Gal fluorescence, 40 min | Potency, µM (titrated, usually from 80 µM), without a hit: top-dose activity change, negative = inhibition, usual class: inhibitors | 240,000 compounds, 0.008% hits | P06280;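 also: 0% = enzyme with vehicle and -100% = no enzyme basal signal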
# Target sequence (P06280 32-429 limits assumed): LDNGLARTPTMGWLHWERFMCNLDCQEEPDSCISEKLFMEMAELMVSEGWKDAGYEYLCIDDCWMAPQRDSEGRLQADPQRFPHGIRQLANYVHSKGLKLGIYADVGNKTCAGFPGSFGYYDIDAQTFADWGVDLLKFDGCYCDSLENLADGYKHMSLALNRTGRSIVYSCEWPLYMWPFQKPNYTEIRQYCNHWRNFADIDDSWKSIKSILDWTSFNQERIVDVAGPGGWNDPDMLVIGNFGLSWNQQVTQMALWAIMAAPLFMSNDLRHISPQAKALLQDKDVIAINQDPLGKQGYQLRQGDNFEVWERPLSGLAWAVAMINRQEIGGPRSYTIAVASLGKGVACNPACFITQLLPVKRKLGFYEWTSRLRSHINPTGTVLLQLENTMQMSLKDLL
#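 qHTS titration in buffer at pH 5.0. Alpha-galactosidase activity in spleen homogenate was measured via 4-methylumbelliferone release from 1 mM fluorogenic substrate after 40 min at 37C and a pH 10 stop. AC50 came from Hill fits of control-normalized data.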
# GAA glycogen: GAA glycogen-cleavage inhibition or activation | Potency, µM (doses to about 76.4 µM), inactives show at the top dose activity change, negative = inhibition, most hits filed as inhibitors | recombinant GAA, glycogen substrate, Amplex Red glucose oxidase fluorescence | P10253 | 300,000 compounds, 0.38% hits | AID 2100;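 also: 0% = full enzyme reaction and -100% = no-enzyme basal signal; the screen sought inhibitors and activators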
#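 Natural-substrate format: glycogen cleavage by 4 nM human enzyme, glucose read by Amplex Red coupling (Ex 573, Em 610 nm). Normalized to enzyme and no-enzyme controls.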
# SMN2 splice up: SMN2 splice variant enhancement; HEK293 SMN2-luciferase splicing reporter, luminescence, 30-36 h; Potency, µM (highest dose often 46.1 µM), for inactives: at the top dose activity change, positive = activation, usual class: activators; 210,000 compounds, 2.8% hits; AID 1458; also: % of control where 0% means no effect; nearly all actives have a fitted effect of over 55% in size
#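 qHTS luciferase splicing reporter: luminescence rises when SMN2 exon 7 is included in transfected HEK293 cells. Compound exposure lasted 30-36 h at 37C, with 4.5 mM final sodium butyrate as control, followed by a ONE-Glo read.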
# GAA inhib: blocks human lysosomal alpha-glucosidase | purified human GAA, 4-MU-alpha-glucoside fluorescence | Potency, µM (highest dose often 76.9 µM), without a hit: at the top dose activity change, negative = inhibition, hits mostly inhibitors | 200,000 compounds, 0.005% hits | P10253;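 also: plate controls were uninhibited enzyme wells for no effect and no-enzyme background for full effect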
#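 Human enzyme at 4 nM with 400 uM 4-methylumbelliferyl-alpha-D-pyranoside, citrate/phosphate buffer pH 5.0, 0.005% Tween-20, 20 min at room temperature. Compounds up to 77 uM. 4-MU fluorescence (Ex 365/Em 440) read after NaOH/glycine stop; AC50 from Hill fit.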
# GAA spleen mod: inhibits or activates alpha-glucosidase in human spleen homogenate; P10253; human spleen homogenate, 4-MU-alpha-glucoside fluorescence; Potency, µM (doses to about 79.9 µM), inactives show at the top dose activity change, negative = inhibition, hits mostly inhibitors; 240,000 compounds, 0.006% hits;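 also: 0% = enzyme with vehicle and -100% = no enzyme basal signal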
#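 Human spleen homogenate (1 ug) incubated with compounds and 1 mM 4-methylumbelliferyl-alpha-D-glucopyranoside in pH 5.0 citrate/phosphate buffer, 37 C, 40 min. Stopped at pH 10; 4-MU fluorescence (Ex 365/Em 440 nm); AC50 by Hill fit.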
# Numbers without * were called inactive; ? = inconclusive; nt = not tested or not shown; & = joins results of further samples; [ ] = dose if it differs, or a comment. Unless noted, calls follow the shape of the dose curve; as a rule, active = well fitted curve in the direction sought with a large enough effect; inconclusive = small, poorly fitted or top-dose-only effect, or another doubt; inactive = no such curve, though single readings can be large; an effect the other way counts as inactive or inconclusive. Potency is read from the fitted curve at half-maximal effect. An excerpt. The share of hits here may be higher or lower than overall.
SMILES,ALDH1A1 inh,GoLoco inh red,KDM4E inh,aGal spleen mod,GAA glycogen,SMN2 splice up,GAA inhib,GAA spleen mod
CCN(CC)S(=O)(=O)c1ccc(NC(=O)c2cc(-c3ccccc3)nc3ccccc23)cc1,-8.3%,-0.9%,?,2.9%,-7.0%,-2.9%,-3.1%,-2.7%
CC(C)CNS(=O)(=O)c1ccc(CCC(=O)Nc2cc(Cl)ccc2Oc2ccccc2)cc1,6.8%,7.5%,-4.3%,4.0%,-8.3%,-26.1%,-9.1%,-1.3%
CCOC(=O)CCC(=O)O[C@H]1C(O[C@@H]2C(C)[C@H](O[C@H]3C[C@@](C)(OC)C(O)C(C)O3)C(C)C(=O)OC(CC)[C@@](C)(O)C(O)[C@H](C)C(=O)C(C)C[C@]2(C)O)OC(C)CC1N(C)C (stereo partly specified),5.3%,4.5%,0.8%,-6.6%,nt,9.1%,nt,2.8%
Cc1cccc(C(=O)N[C@H](C(=O)Nc2nc3ccccc3[nH]2)C(C)C)c1,9.7%,-5.2%,-10.3%,-6.6%,4.0%,-27.6%,-2.3%,-14.2%
O=C(NCc1ccco1)c1cnn2cccnc12,-17.6%,6.8%,?,0.2%,22.5%,-4.6%,?,0.5%
COc1cc(CN2CCC(C(=O)NC3CCCC3)CC2)cc(OC)c1O,-5.2%,-1.9%,?,11.4%,?,-11.2%,0.5%,8.5%
COc1ccc(O[C@H]2C=C[C@@H](c3ccccc3)O[C@@H]2COC(=O)CC/C(C)=N/O[C@H](C)c2cn([C@@H]3COC[C@H]3O)nn2)cc1,?,14.0%,-7.0%,-4.7%,-1.8%,-34.4%[inhibitor],4.3%[15.4 µM],-6.0%
O=C(CCC1CCCCC1)NCc1ccccn1,4.1%,14.4%,4.6%,3.7%,-4.3%,-16.7%,-4.1%,1.0%
CCOC(=O)C1CCCN(c2nc(C)nc3c2oc2ccccc23)C1 (stereo unspecified),-11.1%,5.1%,-7.0%,3.1%,-6.1%,3.7%,?,5.8%
O=C1CCCC2=C1C(c1ccsc1)CC(=O)N2c1nnc(SCc2ccccc2)s1 (stereo unspecified),-3.9%,-9.1%,1.9%,-2.3%,-5.3%,2.9%,-6.3%,-0.1%
COc1ccc(C2=Nn3c(nnc3-c3ccccn3)SC2)cc1OC,?,-3.4%,-1.3%,2.6%,-10.6%,15.3%,?,6.1%
CN(C)CC/C=C1\c2ccccc2Sc2ccc(Cl)cc21,3.8%[13.5 µM],4.9%[14.2 µM],1.1%,4.7%,4.3%,-9.0%[9.22 µM],-7.7%[15.4 µM],3.2%
Cc1ccc(N2C(=O)CC(Sc3nc(-c4ccccc4)c4cc(Cl)ccc4n3)C2=O)c(C)c1 (stereo unspecified),-1.5%,0.6%,-9.4%,9.6%,12.8%,5.1%,8.0%,9.1%
Cc1ccccc1CN(c1ccc(C(=O)Nc2ccccc2C(=O)NCc2ccco2)cc1)S(C)(=O)=O,?,-19.8%,-26.7%,9.6%,-9.4%,?,?,0.2%
Cc1ccc(CNC(=O)C(Cc2ccccc2)NS(=O)(=O)c2ccc3c(c2)CCC(=O)N3)cc1 (stereo unspecified),7.0%,0.6%,3.6%,0.0%,-30.3%,0.9%,5.4%,3.4%
COc1cccc(-c2nc(CS(=O)(=O)CC(=O)N3CCc4ccccc4C3)c(C)o2)c1,?,2.1%,-2.9%,15.1%,-5.1%,-23.5%,-1.0%,-19.8%
CCOC(=O)c1c(C)[nH]c2c1-c1ccccc1C(=O)C2=O,4.4%,12.9%,-27.3%,0.2%,-2.6%,-106.3%[inhibitor],-3.3%,-6.9%
Oc1cc2c(cc1O)CN(C(=S)NCCc1ccc(Cl)cc1)CCC2,20µM*,-10.0%&-7.0%&-14.7%,28.2µM*,-8.7%&8.5%&4.0%,nt,21.4%&-2.7%,nt,-16.5%&2.7%&1.9%
O=C(NNc1ccc([N+](=O)[O-])cc1)c1ccccc1F,?,-3.6%,-6.1%,-4.0%,?,-1.8%,-0.7%,-4.9%
O=C(Nc1ccc2snnc2c1)N1CCSCC1,-20.2%,-1.4%,?,5.2%,-9.3%,22.3%,-22.8%,-1.9%
Cc1ccc(OCCC(=O)OCC(=O)Nc2cc(S(=O)(=O)N(C)C)ccc2C)cc1,3.98µM*,8.3%,-4.7%,-6.5%,5.1%,-0.3%,-4.0%,-0.5%
COc1ccccc1N=c1oc2cc(O)ccc2cc1C(N)=O,?,-0.7%,?,?,13.1%,-5.2%,?,?
CN(C)C(=O)c1ccc(NC(=O)c2cc(-n3cnnc3)ccc2Cl)cc1,0.4%,-3.2%,?,-2.1%,3.7%,18.3%,1.1%,-1.6%
O=C(O)C1=C(C(=O)Nc2cccc(C(F)(F)F)c2)CCCC1,3.9%,-0.5%,-3.6%,-4.6%,9.3%,-28.6%,5.1%,-0.6%
Cc1ccc(NC2=C(NC(=O)c3ccccc3)C(=O)c3ccccc3C2=O)cc1Cl,20µM*,-14.1%,-24.4%,-0.7%,4.6%,-21.3%,1.5%,-5.5%
# Later entries
SMILES,ALDH1A1 inh,GoLoco inh red,KDM4E inh,aGal spleen mod,GAA glycogen,SMN2 splice up,GAA inhib,GAA spleen mod
COc1ccc(CCNC(=O)CC2SC(=Nc3cc(C)cc(C)c3)NC2=O)cc1OC (stereo unspecified),12.6µM*,4.2%,1.4%,1.5%,5.7%,13.3%,-0.3%,-2.9%
Cc1ccc(C(=O)N2CCCCC2C(=O)O)o1 (stereo unspecified),5.1%,6.1%,2.6%,0.1%,20.3%,nt,4.0%,5.6%
COc1ccc(-c2noc(CSc3nc4ccccc4c(=O)n3-c3ccccc3)n2)cc1,-0.1%,5.3%,-1.5%,-2.7%,6.8%,10.2%,1.0%,-13.4%
O=C1CC2(CON=C2c2ccc(F)cc2)C(=O)N1c1ccc(F)cc1 (stereo unspecified),6.3%,15.4%,9.4%,4.8%,5.3%,-10.5%,2.7%,7.9%
COc1ccc(-n2nc3cc(C)c(N)c(Br)c3n2)cc1,?,-27.2%,?,1.8%,-3.9%,7.94µM*,-2.4%,-6.0%
COc1cc(C(=S)N2CCCCC2)ccc1OCC(=O)N1CCCC1,22.4µM*,7.4%,3.9%,-1.1%,8.6%,-30.8%[inhibitor],-0.4%,-2.1%
Cc1cnc(CNc2cc(-c3ccccc3C)ncn2)cn1,-3.8%,1.8%,nt,0.1%,nt,nt,nt,5.0%
COc1ccc(NC(=O)c2cc(-c3ccccc3)nc3c2c(C)nn3-c2ccccc2)c(OC)c1,171.6%[activator],4.0%,103.4%[activator],0.1%,-2.0%,-6.2%,-2.9%,-6.6%
Cc1cc(F)ccc1NC(=O)c1ccc(NS(=O)(=O)c2cc(C(C)(C)C)ccc2C)cc1,2.51µM*,3.4%,-8.5%,-3.4%,-1.7%,23.7%,-5.1%,0.2%
COC(=O)c1ccc(Oc2c(C)oc3c(CN4CCN(C)CC4)c(O)ccc3c2=O)cc1,?,20.0%,?,-5.4%,-3.9%,12.8%,8.5%,1.2%
O=C(Oc1ccccc1N1C(=O)C2CCCCC2C1=O)c1ccccc1F (stereo unspecified),-8.7%,2.1%,8.1%,1.5%,10.7%,-2.1%,7.7%,-0.7%
C=CCN1C(=O)C(C)(C)Nc2ccccc21,-3.9%,10.4%,-1.3%,0.3%,?,7.9%,7.1%,6.0%
COc1cccc2cc(NC(=O)C3CCCCC3)c(=O)oc12,?,9.5%,?,-5.8%,-2.2%,?,-3.9%,-2.5%
Cc1cc(C(=O)OCC(=O)Nc2ccc(F)c(F)c2)c(C)o1,-8.5%,10.0%,-7.1%,-6.8%,-8.2%,9.2%,-8.1%,-25.4%
Cn1c(SCc2cccc([N+](=O)[O-])c2)nc2c(c1=O)SCC2,?,2.1%,-7.3%,-0.8%,-14.5%,-34.0%[inhibitor],-2.6%,nt
C/C(=N\NC(=O)c1csc2ccccc12)c1ccc(O)cc1,?,5.3%,21.7%,2.2%,-9.7%,?,-7.9%,-2.1%
CCCCn1c(SCC(=O)NCc2cccs2)nc2c1c(=O)n(C)c(=O)n2C,-7.3%,-4.0%,5.2%,2.5%,-13.1%,-5.2%,0.9%,1.5%
O=C(O)c1cc(S(=O)(=O)N2CCCCCC2)ccc1Cl,-2.4%,-3.0%,-5.5%,2.0%,0.7%,11.6%,2.1%,-0.4%
CNC(=O)[C@@]1(C)C=C[C@@H](Cc2ccccc2)N1C(C)=O,-6.0%,-4.3%,-10.9%,3.6%,nt,-0.8%,nt,-2.6%
Cc1ccc(C2=CC(c3cccs3)n3nnnc3N2)cc1 (stereo unspecified),-18.1%,-0.9%,?,-1.2%,16.2%,14.9%,6.0%,-4.4%
CCOC(=O)C1=C(N)N(c2ccc(C)cc2)C2=C(C(=O)CCC2)C1c1cccs1 (stereo unspecified),?,26.7%,-8.9%,-0.6%,-1.1%,-20.8%,-8.7%,-4.9%
CCCCN(C(=O)c1cccc(S(=O)(=O)N2CCOCC2)c1)c1c(N)n(CCC)c(=O)[nH]c1=O,3.0%,1.5%,-1.9%,9.5%,2.1%,0.3%,6.7%,6.8%
CCO[C@H]1OC(C(N)=O)=C[C@@H](C2CCCCC2)[C@@H]1CCCO,-2.7%,-4.3%,-12.8%,6.4%,10.8%,nt,nt,4.8%
CCOC(=O)c1ccc(Oc2nc(SC)nc(N(C)C)n2)cc1,-0.1%,7.6%,7.4%,-6.6%,-8.2%,10.9%,-1.6%,-11.5%
CCOC(=O)N1CCC2(CC1)C(C#N)=C(N)OC1=C2C(=O)CCC1,9.1%,17.5%,-8.2%,-2.1%,0.1%,4.2%,12.8%,1.9%

# Sorted by count of non-hydrogen atoms (smallest number first): 3 of the compounds above.
SMILES,ALDH1A1 inh,GoLoco inh red,KDM4E inh,aGal spleen mod,GAA glycogen,SMN2 splice up,GAA inhib,GAA spleen mod
COc1ccc(-n2nc3cc(C)c(N)c(Br)c3n2)cc1,?,-27.2%,?,1.8%,-3.9%,7.94µM*,-2.4%,-6.0%
Cc1cnc(CNc2cc(-c3ccccc3C)ncn2)cn1,-3.8%,1.8%,nt,0.1%,nt,nt,nt,5.0%
COc1cccc(-c2nc(CS(=O)(=O)CC(=O)N3CCc4ccccc4C3)c(C)o2)c1,?,2.1%,-2.9%,15.1%,-5.1%,-23.5%,-1.0%,-19.8%
